Screening results as filed in PubChem BioAssay.
A3G deaminase: APOBEC3G (human) deaminase inhibition; inhibition, % at 20 µM; AID 493012; 330,000 compounds, 0.28% hits; recombinant A3G, ssDNA deamination FAM/TAMRA fluorescence; Q9HC16;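 active means inhibition of at least 40% at 20 µM, with no more than 30% in the related APOBEC3A deaminase screen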;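 further: plate controls were DMSO wells with A3G for no effect and wells lacking A3G enzyme for full effect; some compounds called inactive have numbers as strong as hits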
Target sequence (Q9HC16 whole entry, looked up): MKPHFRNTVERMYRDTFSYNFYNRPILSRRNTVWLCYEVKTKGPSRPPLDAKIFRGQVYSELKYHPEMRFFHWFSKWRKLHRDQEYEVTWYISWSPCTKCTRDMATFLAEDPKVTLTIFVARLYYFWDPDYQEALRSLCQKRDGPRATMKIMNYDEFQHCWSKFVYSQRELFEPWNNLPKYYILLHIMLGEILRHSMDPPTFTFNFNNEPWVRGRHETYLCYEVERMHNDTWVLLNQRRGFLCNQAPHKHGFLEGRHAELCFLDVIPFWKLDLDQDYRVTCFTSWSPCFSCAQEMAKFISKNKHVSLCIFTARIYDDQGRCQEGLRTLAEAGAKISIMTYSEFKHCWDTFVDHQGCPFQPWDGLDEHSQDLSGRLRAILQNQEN
Gli-Sufu block: blocks Gli-Sufu signaling in a luciferase reporter. 340,000 compounds, 0.74% hits. inhibition, % at 5 µM. Sufu-KO-LIGHT fibroblasts, Gli luciferase reporter luminescence. AID 588413;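 active means inhibition above about 55%, limit read from the data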;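 further: 0% = DMSO-treated cells and 100% = wells with medium but no cells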
APOBEC3A inh: blocks human APOBEC3A ssDNA deamination | recombinant A3A, FAM/TAMRA ssDNA deamination fluorescence | P31941 | inhibition, % at 20 µM | 330,000 compounds, 0.41% hits | AID 493011;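 active means at least 40% inhibition at 20 µM here, with at most 30% in a related deaminase screen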;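 further: plate controls were A3A with DMSO for no effect and wells lacking A3A enzyme for full effect; some results filed as inactive read as strong as hits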
Target sequence (P31941 whole entry, looked up): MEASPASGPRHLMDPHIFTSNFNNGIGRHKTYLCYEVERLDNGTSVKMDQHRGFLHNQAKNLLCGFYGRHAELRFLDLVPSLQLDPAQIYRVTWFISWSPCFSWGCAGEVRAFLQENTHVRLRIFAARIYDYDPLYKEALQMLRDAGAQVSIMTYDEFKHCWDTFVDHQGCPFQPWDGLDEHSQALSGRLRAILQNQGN
EBI2 antag: antagonists of human EBI2 receptor; P32249; EBI2 beta-arrestin recruitment, luminescence, 7a,25-OHC stimulated; inhibition, % at 5 µM; 360,000 compounds, 0.81% hits; AID 651636; in the data active means inhibition above about 38%;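 further: enzyme fragment complementation signal reports receptor beta-arrestin coupling in cells; 0% = agonist plus DMSO wells and 100% = wells without agonist; some results beyond the cut were filed as inactive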
MPTP inh: inhibitors of mitochondrial permeability transition pore. isolated mouse mitochondria, Ca2+ swelling absorbance, 30 min. inhibition, % at 10 µM. 360,000 compounds, 1.4% hits. AID 602449;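 active means inhibition of 50% or more, scaled per plate between neutral and stimulator controls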;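 further: 0% = DMSO wells given calcium and 100% = 1 mM EGTA wells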
CXCR6 inh: CXCR6 (human) receptor inhibition. 360,000 compounds, 0.36% hits. CHO-K1 PathHunter CXCR6 beta-arrestin, luminescence. O00574. inhibition, % at 20 µM; in the data active means inhibition above about 34%, passing the limit was not always enough;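 further: antagonist mode with CXCL16 agonist at 10 nM final; 0% = 10 nM CXCL16 with DMSO and 100% = unstimulated wells without agonist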
Target sequence (O00574 whole entry, looked up): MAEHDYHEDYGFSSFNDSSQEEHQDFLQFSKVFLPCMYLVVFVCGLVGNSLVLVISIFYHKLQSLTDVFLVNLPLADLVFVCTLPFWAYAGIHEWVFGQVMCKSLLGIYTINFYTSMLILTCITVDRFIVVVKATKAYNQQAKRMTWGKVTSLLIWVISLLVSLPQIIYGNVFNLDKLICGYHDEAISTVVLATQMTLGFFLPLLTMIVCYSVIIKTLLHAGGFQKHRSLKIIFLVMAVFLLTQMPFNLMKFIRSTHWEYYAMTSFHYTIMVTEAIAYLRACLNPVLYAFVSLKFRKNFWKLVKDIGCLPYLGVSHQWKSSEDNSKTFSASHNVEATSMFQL
GRIN3A LBD mod: NR3A (human) ligand-binding domain modulation; 340,000 compounds, 2.5% hits; AID 1259313; NR3A LBD differential scanning fluorimetry, Tm shift; 0% = protein alone, 100% = glycine-bound protein; Tm shift relative to glycine control, % at 25 µM;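 active means melting temperature shift of at least 10% of the positive control shift, at one fixed dose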
CCR6 antag: blocks CCL20-driven beta-arrestin recruitment at human CCR6 | P51684 | CHO-K1 CCR6 PathHunter beta-arrestin, luminescence, CCL20-stimulated | inhibition, % at 20 µM | 340,000 compounds, 0.49% hits;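 active means compounds whose inhibition of the agonist-driven luminescence signal at 20 µM reaches about 50%, limit read from the data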;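 further: cells stimulated with CCL20 at 14 nM final; plate controls were DMSO with CCL20 for no effect and DMSO without agonist for full effect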
* marks the source's active call; other numbers are inactive results; nt = no result given.

SMILES | A3G deaminase | Gli-Sufu block | APOBEC3A inh | EBI2 antag | MPTP inh | CXCR6 inh | GRIN3A LBD mod | CCR6 antag
CCOCCCn1c(=S)[nH]c2cc3c(cc2c1=O)OCO3 | -5 | -1 | -3 | -3 | -0.2 | 7 | -1 | 6
CCOc1cccc(N)c1 | -13 | -4 | -5 | 2 | -3.2 | 1 | 2 | -1
Cc1oc2c(c(C)cc3oc(=O)c(CC(=O)N[C@@H](C)C(=O)O)c(C)c32)c1C | -4 | 1 | -2 | 6 | -0.5 | -5 | 0 | 1
COc1ccc(NC(=O)CCC(=O)N2CCN(S(=O)(=O)c3ccc(C)cc3)CC2)c(OC)c1 | -11 | 5 | -3 | -5 | 0.6 | -22 | 1 | 9
O=C(Cn1c(=O)n(Cc2ccccc2)c(=O)c2ccccc21)NCc1ccco1 | -1 | 3 | 6 | 32 | -0.1 | 18 | -1 | 28
COc1cc(C(=O)Nc2ccc(C(=O)O)cc2)ccc1OC(C)=O | -7 | -2 | -1 | 3 | -0.5 | 4 | 1 | 9
O=C(Nc1cnc2ccccn2c1=O)c1ccc(Cl)cc1Cl | 0 | -4 | 4 | -6 | -0.1 | -10 | 0 | -4
O=C(O)CC(Cc1ccc(Cl)cc1)C(=O)Nc1ccc([N+](=O)[O-])cc1 (centres undefined) | nt | -4 | nt | -14 | 1.3 | -3 | 0 | -6
COC(=O)Nc1ccc(S(=O)(=O)N2CCC(Cc3ccccc3)CC2)cc1 | -4 | 7 | 4 | 0 | 6.9 | -3 | -3 | 18
CN(C)c1ccc(P(=O)(OC2CCCCC2)C(O)c2cccnc2)cc1 (centres undefined) | -1 | 4 | 5 | -9 | 0.6 | 10 | 1 | -6
COc1ccc(S(=O)(=O)NNC(=O)C23CC4CC(CC(C4)C2)C3)cc1 | -4 | -8 | 2 | 1 | -2.0 | -6 | 1 | 5
Cc1cc(CNC(=O)COc2ccc(F)cc2Cl)cc(C)c1O | 0 | -1 | 2 | 4 | -1.5 | -3 | 1 | 1
S=C(Nc1ccc(Cl)cc1)N1CCCCC1 | -2 | -1 | 0 | 5 | 4.0 | -6 | -3 | 14
Cn1c(SCC2CCCCC2)nnc1-c1ccncc1 | -2 | -5 | -2 | -7 | -0.1 | -5 | -3 | 12
O=C(NCc1ccc(F)cc1)C1CCCN(S(=O)(=O)c2cccc3nsnc23)C1 (centres undefined) | -5 | -4 | 0 | -3 | -0.4 | -6 | -4 | 10
CC(=O)Nc1ccc(S(=O)(=O)N[C@@H](C)C(=O)Nc2ccc(N3CCOCC3)cc2)cc1 | -7 | -2 | -6 | -8 | -0.7 | -2 | -1 | 4
NC(=O)CN1CCN(C(=O)NC2CCCCC2)CC1 | -6 | 6 | 0 | -11 | -1.3 | 4 | 1 | 2
Cc1ccnc(NC(=O)C2CCCN(S(=O)(=O)c3ccc4[nH]c(=O)ccc4c3)C2)c1 (centres undefined) | 2 | -5 | 3 | 3 | -2.0 | -5 | 1 | -2
C[C@@H]1CCC[C@]2(O[C@H](CCO)C[C@H](O)[C@H]2O)O1 | -12 | -7 | -5 | -24 | -1.3 | -1 | 1 | 12
CC(C)N=C1NN=C(c2cccs2)C(CC(=O)O)S1 (centres undefined) | -4 | 7 | -12 | -10 | 0.7 | 0 | 2 | 10
Cc1ccc(NS(=O)(=O)c2cc(C(=O)NCc3ccncc3)ccc2C)cc1 | -11 | -6 | -5 | -10 | 0.4 | 10 | -1 | -23
CCOc1ccc(NC(=O)c2ccc(F)cc2F)cc1 | -8 | -70 | -1 | -7 | 0.1 | 5 | 2 | 9
O=C(NC1C(=O)NNC1c1ccccc1)c1ccc(F)cc1 (centres undefined) | -1 | 6 | -1 | -9 | -1.9 | 0 | 0 | 0
CCS(=O)(=O)CCSC(=N)N | 10 | -4 | 3 | -5 | -0.4 | -5 | 3 | 2

In a second layout: results already given
| SMILES | A3G deaminase | Gli-Sufu block | APOBEC3A inh | EBI2 antag | MPTP inh | CXCR6 inh | GRIN3A LBD mod | CCR6 antag |
| --- | --- | --- | --- | --- | --- | --- | --- | --- |
| O=C(NC1C(=O)NNC1c1ccccc1)c1ccc(F)cc1 (centres undefined) | -1 | 6 | -1 | -9 | -1.9 | 0 | 0 | 0 |
| Cc1oc2c(c(C)cc3oc(=O)c(CC(=O)N[C@@H](C)C(=O)O)c(C)c32)c1C | -4 | 1 | -2 | 6 | -0.5 | -5 | 0 | 1 |
| NC(=O)CN1CCN(C(=O)NC2CCCCC2)CC1 | -6 | 6 | 0 | -11 | -1.3 | 4 | 1 | 2 |
| Cc1ccnc(NC(=O)C2CCCN(S(=O)(=O)c3ccc4[nH]c(=O)ccc4c3)C2)c1 (centres undefined) | 2 | -5 | 3 | 3 | -2.0 | -5 | 1 | -2 |

New compounds follow:
SMILES | A3G deaminase | Gli-Sufu block | APOBEC3A inh | EBI2 antag | MPTP inh | CXCR6 inh | GRIN3A LBD mod | CCR6 antag
CC(=O)Oc1c(C)c2c3c(c1OC(C)=O)[C@@H](C)CC[C@@H]3[C@@H](C)C[C@H]2C=C(C)C | -10 | -8 | -3 | 1 | 1.5 | 0 | 1 | 7
CC(C)(C)NS(=O)(=O)c1ccc(NS(=O)(=O)c2ccc(F)cc2)cc1 | -4 | 8 | 0 | -10 | -0.6 | 4 | -1 | -4
Cn1c(CCNC(=O)c2ccco2)nc2cc(NC(=O)NC3CCCCC3)ccc21 | 1 | -3 | 3 | -5 | -1.2 | 0 | -2 | 11
COc1ccc(OC)c(C(=O)c2oc3ccccc3c2NC(C)=O)c1 | 5 | 9 | 4 | -4 | -1.7 | 8 | 5 | -2
O=S(=O)(Nc1nccs1)c1cnc(Cl)c(Br)c1 | -1 | -7 | 0 | -17 | 4.4 | -5 | -3 | 9
CC(Oc1ccccc1)C(=O)NCc1cccnc1 (centres undefined) | 9 | -13 | 3 | 6 | -0.3 | 1 | -2 | 8
CCC(CC)COC(=O)C1=C(C)NC(=O)NC1c1ccc(OC)cc1 (centres undefined) | 0 | 7 | 2 | -15 | 2.4 | -7 | 1 | 5
Cc1nnc(SCC(=O)NC2CCC(C)CC2)s1 (centres undefined) | -10 | -20 | -4 | -11 | -1.1 | -5 | -2 | 9
COC(=O)CSc1ccc(C#N)c(SCC(=O)OC)c1 | -9 | 2 | 0 | -5 | -0.8 | -6 | 1 | -8
CC1CCCCN1Cc1c(O)ccc2c(=O)c(-c3nc4ccccc4s3)coc12 (centres undefined) | -3 | -13 | -1 | -14 | 2.2 | 6 | -3 | 7
CC1Cc2ccccc2N1C1=CC(=O)CC(C)(C)C1 (centres undefined) | -6 | -1 | -2 | -10 | 2.9 | -1 | -2 | -5
COc1ccc(CC(=O)Nc2ccc(N3CCOCC3)cc2)cc1OC | 3 | 2 | 3 | -2 | 5.1 | -6 | -1 | -1
O=C(c1ccc(-c2cccc(Cl)c2Cl)o1)N1CCOCC1 | -1 | -77 | -2 | -9 | 0.6 | -5 | 0 | 1
COc1ccc2nc(SCC(=O)NC3(C#N)CCCCC3)[nH]c2c1 | 0 | -1 | 8 | 0 | 0.8 | 3 | 0 | 1
CCNC(=O)CC1C(=O)N(c2ccccc2)C(=O)N1CCc1ccc(OC)c(OC)c1 (centres undefined) | -2 | 1 | 1 | -4 | -1.1 | 3 | -3 | -4
CCc1ccccc1NC(=O)CSc1nnc([C@@H](NC(=O)OC(C)(C)C)C(C)CC)o1 (some centres undefined) | -9 | -2 | 0 | 15 | 3.1 | 10 | -1 | -4
CC(=O)NC(c1ccc(C(C)C)cc1)c1ccc2cccnc2c1O (centres undefined) | -5 | 90* | 1 | 3 | -2.1 | 0 | 3 | 30
CCOc1ccc(C(=O)CSc2nnc3ccccn23)cc1 | 0 | -17 | 4 | -5 | -6.3 | -4 | 0 | -17
COc1cc(OC)cc(C(=O)NCCc2cnc[nH]2)c1 | -8 | -14 | -2 | 0 | -0.8 | -4 | 3 | -8
Cc1ccc(-n2nnnc2-c2ccccc2)cc1 | -12 | -2 | 1 | -7 | 4.2 | 0 | -1 | 5
OC(COCc1ccccc1)COCc1ccccc1 | nt | -5 | nt | 5 | -0.3 | -8 | 0 | 18
CC(Sc1ccccc1)C(=O)N1CCN(S(=O)(=O)c2ccc(Cl)cc2)CC1 (centres undefined) | -5 | -12 | -1 | 2 | -1.4 | 4 | -3 | 6
O=C(c1ccc(Cn2cc(Br)cn2)o1)n1cccn1 | 4 | -3 | 12 | 2 | -0.4 | 1 | -10 | 0
CCN(CC)S(=O)(=O)N1CCC(C(=O)NCc2ccco2)CC1 | 1 | -2 | 2 | -7 | 0.3 | 9 | -5 | 6
Nc1c(-c2ccccc2)cnc2c(-c3ccccc3)cnn12 | 12 | -106 | 2 | 22 | -1.1 | -2 | -6 | 9
Cc1nc2ccccc2n1CC(=O)NCCN1CCCC1 | 3 | -4 | 3 | -6 | -1.3 | -2 | 0 | -26
CCOC(=O)CCSc1nc(C)c2cc(OC)ccc2n1 | 8 | 0 | 4 | -3 | 0.9 | -9 | -1 | -4
CCN(CC)CCN(C(=O)c1cccc([N+](=O)[O-])c1)c1nc2ccc(OC)cc2s1 | 9 | 1 | 2 | -2 | -0.9 | 4 | 0 | 16
COc1ccc(CCNC(=O)c2cccc(S(=O)(=O)NC(C)c3ccccc3)c2)cc1 (centres undefined) | 2 | -9 | 2 | -15 | -1.8 | -3 | -15 | 9
CCOc1ccc(S(=O)(=O)N2CCCC(C(=O)NCc3ccco3)C2)cc1 (centres undefined) | -1 | 8 | 1 | -3 | -2.7 | -4 | -1 | 2
COc1ccc(CN(C(=S)Nc2ccccc2)C2CC(=O)N(c3ccc(F)cc3)C2=O)cc1 (centres undefined) | -3 | 7 | 0 | 5 | 4.1 | 6 | 32* | 20
COc1ccc(S(=O)(=O)N2CCc3ccccc32)cc1C(=O)NCCc1ccccn1 | -13 | 9 | 5 | -6 | -0.8 | -5 | -3 | -3
CCOC(=O)c1nnn2c1nc(N1CCOCC1)c1ccccc12 | -2 | 32 | 2 | -9 | 1.3 | -4 | 0 | 2
COc1cc(/C=N/NC(N)=O)ccc1OCC(=O)Nc1cc(C)c(C)cc1Br | 2 | 6 | 2 | 7 | -1.2 | -4 | 2 | -4
CCOc1ccc(-c2nnc(-c3ccncc3)o2)cc1 | -4 | 31 | -5 | 5 | 0.1 | -9 | -4 | 12
COC(=O)C1=C(C)NC(=S)NC1c1sccc1C (centres undefined) | -6 | -14 | 0 | -12 | -0.2 | 12 | -1 | -4
COc1ccc(OC)c(NC(=O)CCN2CCN(C)CC2)c1 | 1 | -7 | -3 | -10 | 0.0 | -6 | 0 | 9
CN1CCC(=O)N([C@H](CSc2ccc(Br)cc2)c2ccccc2)CC1 | -2 | 23 | 1 | -9 | 0.7 | -8 | 0 | 5
CCOc1ccc(C2C=C(c3ccc(F)cc3)Nc3ncnn32)cc1 (centres undefined) | -2 | -38 | 2 | 4 | -2.4 | 6 | 0 | 7
CCSc1nnc(Cn2c(=O)sc3ccccc32)n1C | -5 | 4 | -4 | -5 | 1.5 | -6 | -1 | -6
COc1ccc(CCN(C)C(=O)c2cc(-c3ccc(C)cc3)nc3ccccc23)cc1OC | -11 | 10 | 1 | 1 | 0.1 | 4 | -1 | 15
COCCNC(=O)C1CCN(C(=O)c2cc3sccc3n2Cc2ccc(F)cc2)CC1 | -6 | 13 | -2 | 4 | 1.5 | -10 | -2 | -5
O=C(CSCc1c(Cl)cccc1Cl)Nc1nccs1 | -5 | -11 | -4 | -4 | 1.2 | -4 | 2 | 4
Cc1cc(=O)[nH]c(SCc2cc(Cl)ccc2OC(F)F)n1 | -5 | 14 | -4 | 0 | -0.3 | 1 | 5 | 4
O=C(CC(=O)Nc1cccc(Cl)c1)N/N=C\c1ccccc1 | -8 | -2 | -7 | -12 | 12 | -5 | -11 | 8
CCn1c(C)csc1=NC(=O)c1ccccc1O | -5 | -61 | -2 | -12 | 0.3 | -4 | nt | -1
COc1ccccc1NS(=O)(=O)c1cc(NC(=O)CNC(=O)c2ccccc2)ccc1C | -2 | 1 | 0 | 9 | 0.8 | -7 | -1 | 12
COc1ccc(C(=O)NC2CC2)cc1OC1CCN(C(C)CSC)CC1 (centres undefined) | -2 | 1 | 0 | -1 | -0.9 | 4 | 0 | 14
